ERp5 block = inhibitors of ERp5-driven insulin aggregation, primary screen, biochemical, turbidity, absorbance 650 nm, single point | AID 651711, 2012 | inhibition, % at 9.99 µM | 350,000 tested, 0.05% active | 90 min;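 active = mean replicate inhibition above about 25%, with every replicate also reaching it, limit read from the data, passing the limit was not always enough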
Target sequence (Q15084 whole entry, looked up): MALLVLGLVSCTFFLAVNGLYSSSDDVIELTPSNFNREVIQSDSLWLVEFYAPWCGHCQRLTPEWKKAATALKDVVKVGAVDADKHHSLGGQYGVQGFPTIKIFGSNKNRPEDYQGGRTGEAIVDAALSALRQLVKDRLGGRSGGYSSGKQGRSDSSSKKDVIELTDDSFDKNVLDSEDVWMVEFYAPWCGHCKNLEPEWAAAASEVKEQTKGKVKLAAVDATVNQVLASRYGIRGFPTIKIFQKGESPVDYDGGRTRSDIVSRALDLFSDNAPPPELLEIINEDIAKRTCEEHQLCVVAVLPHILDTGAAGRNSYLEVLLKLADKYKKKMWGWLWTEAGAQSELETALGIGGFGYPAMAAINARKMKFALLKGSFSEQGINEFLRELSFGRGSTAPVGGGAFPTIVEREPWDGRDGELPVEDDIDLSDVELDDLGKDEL
esBAF inh = Bmi1 luciferase reporter increase in mESCs, primary screen, esBAF inhibitor project, mouse ES cells, Bmi1 luciferase knock-in, single point. 24 h; 100% = twice the neutral-well signal. reporter increase, % at 12.5 µM. 350,000 tested, 2% active. AID 602393, 2012; in the data active = activation above about 40%;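 also: 0% = median of the plate's neutral control wells and 100% = double that signal; a rise in the Bmi1 reporter signal indicates esBAF inhibition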
C2C12 statin = suppressors of statin myotoxicity in C2C12 myotubes, primary screen, cell-based, single point, plate reader. C2C12 myotubes + simvastatin, ATP luminescence, 48 h; scaled: DMSO 0, geranylgeraniol control 100. rescue of ATP level, % at 7.49 µM. 330,000 tested, 0.78% active;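 active = mean ATP rescue above about 67%, or every replicate alone reaching that limit, limit read from the data, passing the limit was not always enough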;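 also: myotubes were challenged with 10 µM simvastatin during compound exposure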
miR122 inh = miR-122 Renilla sensor signal increase in Huh7, primary screen, miR-122 inhibitor project, cell-based, single point, plate reader. Huh7 miR-122 Renilla luciferase sensor, 48 h; neutral wells = 0, positive control = 100. activation (reporter increase), % at 12.5 µM. 340,000 tested, 0.3% active. AID 602342, 2012;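 active = mean replicate activation score at least 90 and every replicate individually at or above 90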;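 also: higher luciferase means less miR-122 activity so hits act as miR-122 inhibitors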
Cneo AK release = Cryptococcus neoformans cell lysis inducers, primary screen, AK release luminescence, single concentration. 360,000 tested, 0.2% active. C. neoformans lysis, adenylate kinase release luminescence, 4 h; normalised: neutral wells 0, clomiphene wells 100. lysis activity, % at 15 µM;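 active = mean lysis activity across replicates of at least 80%, whatever share of replicates individually reach that level; inactive = mean lysis activity below 80%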
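Assay system: Cryptococcus neoformans yeast cells / Dosing: single-point compound dose / Timing: 4 h at 37 °C static, read 1 h later / Measured by: luminescence of released adenylate kinase using an AK detection reagent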
SIRT5 inh = SIRT5 desuccinylase inhibitors, primary screen, biochemical, fluorescence imaging, single point, set 5. Purified SirT5, succinyl-peptide AMC, trypsin-coupled fluorescence. AID 652115, 2013. 330,000 tested, 1.1% active. NAD-dependent protein deacylase sirtuin-5, mitochondrial (Homo sapiens), Q9NXA8. inhibition, % at 15 µM; in the data active = inhibition above about 15%
Target sequence (Q9NXA8 whole entry, looked up): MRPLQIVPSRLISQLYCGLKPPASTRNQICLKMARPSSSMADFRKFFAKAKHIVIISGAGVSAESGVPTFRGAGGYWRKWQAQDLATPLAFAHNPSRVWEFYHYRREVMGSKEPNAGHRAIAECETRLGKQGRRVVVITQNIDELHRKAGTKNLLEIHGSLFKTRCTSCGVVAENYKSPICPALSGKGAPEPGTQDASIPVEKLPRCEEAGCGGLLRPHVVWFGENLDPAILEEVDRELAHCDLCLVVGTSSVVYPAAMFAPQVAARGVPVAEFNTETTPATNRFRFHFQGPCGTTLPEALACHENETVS
ARNT-TACC3 inh = disruptors of ARNT/TACC3 protein interaction, primary screen, biochemical, AlphaScreen, single concentration; Transforming acidic coiled-coil-containing protein 3 (Homo sapiens), Q9Y6A5; AlphaScreen His-ARNT PAS-B/GST-TACC3 binding, luminescence; TACC3 fragment carries E629A point mutation; inhibition, % at 9.99 µM; 390,000 tested, 0.66% active;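 active = mean inhibition of replicates at least 50% and at least half of replicates each reaching 50%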;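 also: 0% = complete ARNT plus TACC3 wells and 100% = ARNT alone without TACC3; many hits fall short of the cut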
* hit, by the source's call; & = joins results of further samples; [ ] = another dose, or the depositor's remark.

Screening C=CCC(NCc1ccccc1)c1ccc(C)o1 (stereo unspecified) returned esBAF inh -4, C2C12 statin -14, miR122 inh 1, Cneo AK release 5 and ARNT-TACC3 inh 1.
Cc1ccc(-c2ccc(CCC(=O)O)n2NC(=O)c2ccc([N+](=O)[O-])cc2)cc1 was read as ERp5 block -5, esBAF inh -4, C2C12 statin 9, miR122 inh -9, Cneo AK release -22, SIRT5 inh -1 and ARNT-TACC3 inh -2.
Screening O=C(NC1CCCCC1)C(c1ccc2ncccc2c1)N(Cc1ccc2c(c1)OCO2)C(=O)c1cccs1 (stereo unspecified) returned esBAF inh -6, C2C12 statin 24, miR122 inh 22, Cneo AK release -1 and ARNT-TACC3 inh 3.
Screening CCNC(=O)C[C@H]1CC[C@H]2[C@H](COc3ccc(NC(=O)c4cccc(C(F)(F)F)c4)cc3C(=O)N2C)O1 returned esBAF inh 3, C2C12 statin 1, miR122 inh -27[16.7 µM], Cneo AK release 0 and ARNT-TACC3 inh -7.
CCCCNC(=O)C1c2cc(OC)c(OC)cc2C(=O)N(C)C1c1ccc(OC)cc1 (stereo unspecified) was read as esBAF inh -6, C2C12 statin 2, miR122 inh -9, Cneo AK release 0 and ARNT-TACC3 inh -3.
`C[C@@H]1CN([C@@H](C)CO)S(=O)(=O)c2ccc(-c3ccc(F)cc3)cc2O[C@@H]1CN(C)Cc1cccc(F)c1` gave esBAF inh -5, C2C12 statin -70 and miR122 inh -1[16.7 µM].
Screening CC1CCN(S(=O)(=O)c2ccc3c(c2)n(C)c(=O)n3C)CC1 returned ERp5 block 4, esBAF inh 1, C2C12 statin 0, miR122 inh 9, Cneo AK release 0 and SIRT5 inh 1.
For CCC(=O)N(C)C[C@@H]1Oc2ncc(C#Cc3cccnc3)cc2C(=O)N([C@@H](C)CO)C[C@@H]1C the results were ERp5 block 2, esBAF inh 2, C2C12 statin 2, miR122 inh 0[16.7 µM], Cneo AK release 1, SIRT5 inh 2 and ARNT-TACC3 inh 7.
Cc1cc(SCC(=O)N2CCCC2=O)nc2ccccc12 was read as ERp5 block 2, miR122 inh -5, SIRT5 inh 4 and ARNT-TACC3 inh 6.
Screening CN(C)c1ccc2c(c1)[C@@H]1C[C@@H](CC(=O)NCc3ccc(Oc4ccccc4)cc3)O[C@@H](CO)[C@@H]1O2 returned ERp5 block 3, esBAF inh -18, C2C12 statin -15, miR122 inh 96*[16.7 µM], Cneo AK release 23, SIRT5 inh 15 and ARNT-TACC3 inh 4.
For Cc1cc(C)c(C#N)c(Nc2cccc(C)c2C)n1 the results were ERp5 block -6, esBAF inh -7, C2C12 statin 4, miR122 inh 52, Cneo AK release 2, SIRT5 inh -1 and ARNT-TACC3 inh -24.
`Cc1ccc(S(=O)(=O)Cc2nc3ccccc3c(=O)[nH]2)cc1` gave esBAF inh 6, C2C12 statin 3, miR122 inh 7, Cneo AK release 1 and ARNT-TACC3 inh 14.
Screening C[C@H](NC(=O)C[C@H]1C[C@H]2c3cc(NC(=O)CC4CC4)ccc3O[C@H]2[C@@H](CO)O1)c1ccccc1 returned ERp5 block -6, esBAF inh 0, C2C12 statin 6, miR122 inh 5[16.7 µM], Cneo AK release -6, SIRT5 inh -2 and ARNT-TACC3 inh -5.
CC(C)C[C@@H]1NC(=O)[C@H]2C[C@@H](C(=O)NCc3ccc(F)cc3)[C@@H](c3cccc(OCCO)c3)N2C1=O was read as ERp5 block 2, Cneo AK release -7, SIRT5 inh -1 and ARNT-TACC3 inh -9.
Screening Cc1ccc(S(=O)(=O)NN2C(=O)/C(=C/c3cccc(F)c3)SC2=S)cc1 returned ERp5 block 2, esBAF inh -10, C2C12 statin -5, miR122 inh 8, Cneo AK release 0, SIRT5 inh 2 and ARNT-TACC3 inh 0.
O=C(NNC(=O)c1ccccc1[N+](=O)[O-])Nc1ccc(Cl)cc1 was read as ERp5 block -3, SIRT5 inh 0 and ARNT-TACC3 inh -2.
For NS(=O)(=O)c1cccc(NC(=O)COC(=O)/C=C/c2nc3ccccc3s2)c1 the results were ERp5 block 1, miR122 inh -3, SIRT5 inh 2 and ARNT-TACC3 inh -4.
`COc1ccccc1CN(C)C(=O)c1ccccc1Sc1ccccc1C#N` gave ERp5 block -8, esBAF inh 2, C2C12 statin 18, miR122 inh 31, Cneo AK release -3, SIRT5 inh 4 and ARNT-TACC3 inh -10.
`O=C1CCC([N+](=O)[O-])C(c2ccc(-c3ccccc3)cc2)N1` (stereo unspecified) gave ERp5 block 4, SIRT5 inh -13 and ARNT-TACC3 inh 0.
For C[C@@H]1CCCCO[C@H](CN(C)Cc2ccncc2)[C@H](C)CN([C@@H](C)CO)C(=O)c2cc(NS(=O)(=O)c3cccs3)ccc2O1 the results were ERp5 block 6, esBAF inh 0, miR122 inh -1[16.7 µM], Cneo AK release 2, SIRT5 inh 4 and ARNT-TACC3 inh -1.
Cc1ccc(NC(=S)NC(NC(=O)c2ccccc2)C(Cl)(Cl)Cl)c(C)c1 (stereo unspecified) was read as esBAF inh 12, C2C12 statin -14, miR122 inh 8 and Cneo AK release 1.
For COc1ccc(C#Cc2cnc3c(c2)C(=O)N([C@H](C)CO)C[C@H](C)[C@H](CN(C)S(=O)(=O)c2cccs2)O3)cc1OC the results were ERp5 block -1&7, esBAF inh 7&-1, C2C12 statin -61&-50, miR122 inh -10&-7[16.7 µM], Cneo AK release -4&-1, SIRT5 inh 13&8 and ARNT-TACC3 inh -2&3.
For CCc1ccc2c(c1)NC(=O)C2(C)Cc1ccc(C(F)(F)F)o1 (stereo unspecified) the results were ERp5 block -4, esBAF inh -11, C2C12 statin 7, miR122 inh -3 and Cneo AK release 0.
For C[C@@H]1CN([C@H](C)CO)S(=O)(=O)c2ccc(C#Cc3ccncc3)cc2O[C@H]1CN(C)C the results were ERp5 block 2, esBAF inh 3, C2C12 statin 6, miR122 inh -3[16.7 µM], Cneo AK release 2, SIRT5 inh 1 and ARNT-TACC3 inh 21.
For C=CCOc1c(Cl)cc(CNc2nccs2)cc1OC the results were ERp5 block 1, esBAF inh -7, C2C12 statin -10, miR122 inh -3, Cneo AK release 8, SIRT5 inh -2 and ARNT-TACC3 inh -6.
`CCN(Cc1ccncc1)C(=O)C1CCC(=O)N(Cc2ccc(Cl)cc2)C1` (stereo unspecified) gave ERp5 block 19, esBAF inh 3, C2C12 statin -5, miR122 inh 0, Cneo AK release 4, SIRT5 inh 1 and ARNT-TACC3 inh 2.
Nc1ccc(S(=O)(=O)Nc2nccs2)cc1 was read as ERp5 block 0, esBAF inh 2, C2C12 statin -3, miR122 inh -2, Cneo AK release -1 and ARNT-TACC3 inh -4.
For O=C(NC1CCCCC1)N[C@@H]1CC[C@@H](CCNS(=O)(=O)c2ccc(F)cc2)O[C@H]1CO the results were ERp5 block 5, esBAF inh 5, C2C12 statin -14, Cneo AK release -1, SIRT5 inh -3 and ARNT-TACC3 inh 4.
Screening CCOc1ccc(C(C)=O)cc1Cn1c(=O)oc2ccccc21 returned ERp5 block 1, esBAF inh 9, C2C12 statin -4, miR122 inh -8, Cneo AK release 0, SIRT5 inh -1 and ARNT-TACC3 inh -1.
Screening CCN(CC)CCCNc1ccc2ncn3c4ccc(O)cc4c(=O)c1c23 returned ERp5 block 4, SIRT5 inh 0 and ARNT-TACC3 inh 74*.
Cc1ccc(S(=O)(=O)CC(=O)N2CC(C)OC(C)C2)cc1 (stereo unspecified) was read as ERp5 block 0, esBAF inh -2, C2C12 statin 0, miR122 inh 6, Cneo AK release -4, SIRT5 inh -7 and ARNT-TACC3 inh -5.
For CC(C)(C)OC(=O)N1CCC[C@H]1C(=O)N/N=C/c1cccc2nccnc12 the results were ERp5 block 3, miR122 inh -3, Cneo AK release 1 and SIRT5 inh 0.
Screening CC1CN(C(=O)CCC(=O)NCCCc2ccccc2)c2ccccc2O1 (stereo unspecified) returned ERp5 block -1, esBAF inh -5, C2C12 statin 8, miR122 inh -5, Cneo AK release -1, SIRT5 inh 0 and ARNT-TACC3 inh -1.
Screening O=C(Nc1nc(-c2cccc3ccccc23)cs1)c1ccc2c(c1)S(=O)(=O)c1ccccc1C2=O returned ERp5 block 5, esBAF inh 20, C2C12 statin -42, miR122 inh 17, Cneo AK release -1 and SIRT5 inh -1.
`C=C(C)[C@@H]1CC=C(CN2CCC(CCOC)(C(=O)OCC)CC2)CC1` gave ERp5 block 3, esBAF inh 13, C2C12 statin 1, miR122 inh 3, Cneo AK release 2, SIRT5 inh -6 and ARNT-TACC3 inh -10.
`CCCC#Cc1ccc([C@@H]2[C@H]3CN(CC4CCOCC4)CCCCN3[C@H]2CO)cc1` gave ERp5 block -3, esBAF inh -6, C2C12 statin -20, miR122 inh 8[16.7 µM], Cneo AK release 0, SIRT5 inh -1 and ARNT-TACC3 inh -11.
For CN(C(=O)COc1ccc(Cl)cc1Cl)c1nnc(C23CC4CC(CC(C4)C2)C3)s1 the results were ERp5 block 4, esBAF inh 3, C2C12 statin -2, miR122 inh -12, Cneo AK release 0, SIRT5 inh 1 and ARNT-TACC3 inh 2.
`O=C(Nc1ccc(N2CCOCC2)nc1)c1ccc(Cl)cc1` gave esBAF inh 33, C2C12 statin 1, miR122 inh -3, Cneo AK release 1 and ARNT-TACC3 inh -21.
CCOc1ccc(NC(=O)C2C(c3ccccc3)C2(Cl)Cl)cc1 (stereo unspecified) was read as ERp5 block 1, esBAF inh 4, C2C12 statin -1, miR122 inh -7, Cneo AK release -3 and SIRT5 inh -2.
Screening CC(C)c1ccc(N2CC(C(=O)Nc3nccs3)CC2=O)cc1 (stereo unspecified) returned esBAF inh -8, C2C12 statin -3, miR122 inh 13, Cneo AK release -1 and ARNT-TACC3 inh -7.
Cn1c(SCC(=O)NCc2cccs2)nnc1-c1cccs1 was read as miR122 inh 4, Cneo AK release -1 and ARNT-TACC3 inh 5.
For CCOC(=O)C1(CC2CCCCO2)CCN(C(=O)Nc2ccc3c(c2)OCO3)CC1 (stereo unspecified) the results were ERp5 block -6, SIRT5 inh -6 and ARNT-TACC3 inh -8.
CCC(=O)Nc1ccc2c(c1)C(=O)N(C)[C@@H]1CC[C@H](CC(=O)O)O[C@@H]1CO2 was read as ERp5 block -2, esBAF inh -4, C2C12 statin 3, miR122 inh 2[16.7 µM], Cneo AK release -3, SIRT5 inh -1 and ARNT-TACC3 inh 1.

An excerpt from above in order of molecular weight, high to low.
For C[C@@H]1CCCCO[C@H](CN(C)Cc2ccncc2)[C@H](C)CN([C@@H](C)CO)C(=O)c2cc(NS(=O)(=O)c3cccs3)ccc2O1 the results were ERp5 block 6, esBAF inh 0, miR122 inh -1[16.7 µM], Cneo AK release 2, SIRT5 inh 4 and ARNT-TACC3 inh -1.
Screening Cc1ccc(S(=O)(=O)NN2C(=O)/C(=C/c3cccc(F)c3)SC2=S)cc1 returned ERp5 block 2, esBAF inh -10, C2C12 statin -5, miR122 inh 8, Cneo AK release 0, SIRT5 inh 2 and ARNT-TACC3 inh 0.
Cc1ccc(-c2ccc(CCC(=O)O)n2NC(=O)c2ccc([N+](=O)[O-])cc2)cc1 was read as ERp5 block -5, esBAF inh -4, C2C12 statin 9, miR122 inh -9, Cneo AK release -22, SIRT5 inh -1 and ARNT-TACC3 inh -2.
Screening CC1CN(C(=O)CCC(=O)NCCCc2ccccc2)c2ccccc2O1 (stereo unspecified) returned ERp5 block -1, esBAF inh -5, C2C12 statin 8, miR122 inh -5, Cneo AK release -1, SIRT5 inh 0 and ARNT-TACC3 inh -1.
Screening CC1CCN(S(=O)(=O)c2ccc3c(c2)n(C)c(=O)n3C)CC1 returned ERp5 block 4, esBAF inh 1, C2C12 statin 0, miR122 inh 9, Cneo AK release 0 and SIRT5 inh 1.
Cc1cc(SCC(=O)N2CCCC2=O)nc2ccccc12 was read as ERp5 block 2, miR122 inh -5, SIRT5 inh 4 and ARNT-TACC3 inh 6.

Source: PubChem BioAssay
